From PubChem BioAssay
PAFAH1B3 inh – inhibitors of human PAFAH1B3 | recombinant PAFAH1B3, FP-rhodamine probe, fluorescence polarization | inhibition, % at 3.39 µM | actives 0.28% (n = 340,000) | AID 492972;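 active means inhibition above the screen-wide average of all tested compounds plus 3 SD, cut at about 25% in these data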;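 further: 0% = enzyme with DMSO only and 100% = wells lacking PAFAH1B3 protein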
GSTO1 inh – GSTO1 inhibition, counter-screen for RBBP9 inhibitors. recombinant GSTO1, activity-based probe fluorescence polarization. inhibition, % at 5.96 µM. actives 1.1% (n = 300,000);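 active means inhibition above the campaign mean inhibition plus 3 SD, cut at about 35% in these data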;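 further: 0% = GSTO1-1 with DMSO and 100% = wells lacking GSTO1-1 enzyme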
pPAFAH FP inh – inhibitors of human plasma PAF acetylhydrolase (pPAFAH) | Q13093 | recombinant pPAFAH, FP-rhodamine probe fluorescence polarization | inhibition, % at 3.39 µM | actives 1.5% (n = 330,000) | AID 463082;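 active means inhibition above the mean inhibition across the screen plus 3 SD, cut at about 25% in these data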;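 further: inhibitors block binding of the rhodamine activity-based probe so polarization drops; 0% = enzyme with DMSO and 100% = wells lacking pPAFAH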
PAD4 FP inh – PAD4 (human) enzyme inhibition. inhibition, % at 6.36 µM. actives 0.41% (n = 330,000). recombinant PAD4, RCA probe fluorescence polarization. Q9UM07;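 active means percent inhibition above a cutoff equal to the mean of all tested compounds plus 3 SD, cut at about 15% in these data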;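 further: 0% = PAD4 with RCA probe and DMSO and 100% = probe without PAD4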
PREPL inhibitor – human PREPL enzyme inhibition | Q4J6C6 | inhibition, % at 5.96 µM | AID 2751 | recombinant PREPL, fluorescence polarization activity-based probe | actives 0.68% (n = 320,000); in the data active means inhibition above about 43%;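 further: 0% = enzyme with DMSO and 100% = wells lacking enzyme; many of its hits are not listed in these tables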
Target sequence (Q4J6C6 whole entry, looked up): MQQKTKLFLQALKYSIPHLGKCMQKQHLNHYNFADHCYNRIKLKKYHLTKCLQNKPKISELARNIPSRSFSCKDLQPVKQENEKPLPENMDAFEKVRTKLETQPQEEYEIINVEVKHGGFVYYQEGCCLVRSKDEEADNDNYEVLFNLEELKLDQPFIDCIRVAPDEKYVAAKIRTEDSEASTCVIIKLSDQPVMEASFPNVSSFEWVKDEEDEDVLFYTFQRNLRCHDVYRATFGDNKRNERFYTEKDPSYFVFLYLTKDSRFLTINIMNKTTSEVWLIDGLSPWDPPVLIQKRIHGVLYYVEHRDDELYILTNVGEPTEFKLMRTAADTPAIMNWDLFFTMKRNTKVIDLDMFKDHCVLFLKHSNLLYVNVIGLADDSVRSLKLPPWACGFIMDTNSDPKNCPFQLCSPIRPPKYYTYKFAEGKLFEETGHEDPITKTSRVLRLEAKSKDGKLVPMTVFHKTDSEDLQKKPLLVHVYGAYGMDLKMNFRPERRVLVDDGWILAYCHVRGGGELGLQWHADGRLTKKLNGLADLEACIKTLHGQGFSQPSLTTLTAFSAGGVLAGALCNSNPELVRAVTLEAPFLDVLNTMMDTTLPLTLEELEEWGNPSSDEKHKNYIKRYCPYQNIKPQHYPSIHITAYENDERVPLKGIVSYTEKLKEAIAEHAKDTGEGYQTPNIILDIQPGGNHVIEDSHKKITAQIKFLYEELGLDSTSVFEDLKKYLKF
PAFAH2 inh – PAFAH2 (human) inhibition. Q99487. inhibition, % at 3.39 µM. AID 492956. recombinant PAFAH2, FP-rhodamine activity probe, fluorescence polarization. actives 0.99% (n = 340,000);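 active means inhibition above the mean over all tested compounds plus 3 SD, cut at about 30% in these data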;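 further: inhibitors block probe labeling of enzyme so polarization drops; 0% = enzyme with DMSO and 100% = wells lacking PAFAH2 protein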
PAFAH1B2 inh – PAFAH1B2 (human) inhibition | P68402 | recombinant PAFAH1B2, FP-rhodamine activity probe, fluorescence polarization | inhibition, % at 3.39 µM | actives 1.2% (n = 340,000);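 active means inhibition above the mean of all tested compounds plus 3 SD, cut at about 24% in these data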;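 further: 0% = enzyme with DMSO and 100% = wells lacking PAFAH1B2; many of its hits are not listed in these tables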
LYPLA1 inh – LYPLA1 (human) inhibition in PME1 counter-screen; O75608; recombinant LYPLA1, FP-Rh probe fluorescence polarization; inhibition, % at 5.9 µM; actives 0.16% (n = 320,000); AID 2174;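 active means inhibition above the mean of all tested compounds plus 3 SD, set per campaign, cut at about 14% in these data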;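 further: inhibitors block serine hydrolase probe labeling of LYPLA1 so polarization falls; 0% = enzyme with DMSO and 100% = wells lacking LYPLA1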
LYPLA2 counter – blocks human lysophospholipase 2, a PME1 counter-screen; O95372; recombinant LYPLA2, FP-Rh probe fluorescence polarization; inhibition, % at 5.9 µM; AID 2177; actives 0.38% (n = 320,000);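 active means inhibition above the screen-wide mean plus 3 SD, limit set per campaign, cut at about 26% in these data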;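 further: 0% = LYPLA2 with DMSO and 100% = wells lacking LYPLA2 enzyme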
The depositor's hits bear a star; / = no result given; & = joins results of further samples. Not all compounds are listed; rates above refer to the full screens.

nr | Molecule | PAFAH1B3 inh | GSTO1 inh | pPAFAH FP inh | PAD4 FP inh | PREPL inhibitor
1 | Cc1ccc(C(C)C)c(OCC(=O)NNC(=O)Nc2ccccc2)c1 | 9 | -2 | 4 | 4 | 8
2 | CCOC(=O)c1c(C)[nH]c(N=Nc2ccc(OC)cc2)c1C | 11 | 5 | 9 | -6 | 15
3 | CCC(NC(=O)C1CCC1)c1ccc(C)cc1 (stereo unspecified) | 7 | 13 | 4 | 4 | -1
4 | O=C(COC(=O)c1ccc(O)cc1O)NC1CCCCCC1 | 3 | / | 10 | -1 | -5
5 | CCCn1c(SCC(=O)OCc2ccccc2)nc2c1c(=O)n(C)c(=O)n2C | -2 | 6 | -8 | -3 | 5
6 | CC1=C(C(=O)NC2CC(C)(C)Cc3c2cnn3-c2cccc(F)c2)OCCO1 (stereo unspecified) | 3 | 6 | -1 | -2 | 33
7 | COc1cccc(OC)c1C(=O)Nc1nc2cc3c(cc2s1)OCO3 | 7 | 3 | 5 | -3 | 6
8 | Cc1ccc(C)c(NC(=O)CN(C)C(=O)CN2C(=O)C3CCCCC3C2=O)c1 (stereo unspecified) | -5 | -5 | 0 | 1 | 2
9 | Cc1cccc(C)c1OCC(O)CN1CCc2ccccc2C1 (stereo unspecified) | 5 | 3 | -1 | 2 | -25
10 | CN(Cc1nc(Cc2cccc(F)c2)no1)CC1CCOCC1 | 6 | -1 | -3 | 6 | 16
11 | CN(C)C(CNC(=S)Nc1ccc(Cl)cc1)c1cccnc1 (stereo unspecified) | 6 | 12 | 3 | -1 | 3
12 | CC12CCC(C(=O)NNc3ccccc3)(OC1=O)C2(C)C (stereo unspecified) | 4 | 16 | 1 | 1 | 2

nr | PAFAH2 inh | PAFAH1B2 inh | LYPLA1 inh | LYPLA2 counter
1 | 7 | 3 | 1 | 5
2 | 11 | 6 | -5 | -2
3 | 5 | 17 | 3 | 7
4 | 46* | 5 | -2 | 4
5 | 5 | -2 | -2 | -3
6 | -4 | -1 | 1 | -7
7 | 4 | 3 | -3 | 1
8 | 1 | 5 | -4 | -2
9 | -6 | 5 | 0 | -1
10 | -16 | 4 | 0 | -4
11 | -3 | 4 | 4 | 2
12 | -1 | 7 | 1 | -3

Nos. 1–2, reprinted for reference:
nr | Molecule | PAFAH1B3 inh | GSTO1 inh | pPAFAH FP inh | PAD4 FP inh | PREPL inhibitor
1 | Cc1ccc(C(C)C)c(OCC(=O)NNC(=O)Nc2ccccc2)c1 | 9 | -2 | 4 | 4 | 8
2 | CCOC(=O)c1c(C)[nH]c(N=Nc2ccc(OC)cc2)c1C | 11 | 5 | 9 | -6 | 15

nr | PAFAH2 inh | PAFAH1B2 inh | LYPLA1 inh | LYPLA2 counter
1 | 7 | 3 | 1 | 5
2 | 11 | 6 | -5 | -2

Three entries picked at random from the list so far:
nr | Molecule | PAFAH1B3 inh | GSTO1 inh | pPAFAH FP inh | PAD4 FP inh | PREPL inhibitor
6 | CC1=C(C(=O)NC2CC(C)(C)Cc3c2cnn3-c2cccc(F)c2)OCCO1 (stereo unspecified) | 3 | 6 | -1 | -2 | 33
5 | CCCn1c(SCC(=O)OCc2ccccc2)nc2c1c(=O)n(C)c(=O)n2C | -2 | 6 | -8 | -3 | 5
12 | CC12CCC(C(=O)NNc3ccccc3)(OC1=O)C2(C)C (stereo unspecified) | 4 | 16 | 1 | 1 | 2

nr | PAFAH2 inh | PAFAH1B2 inh | LYPLA1 inh | LYPLA2 counter
6 | -4 | -1 | 1 | -7
5 | 5 | -2 | -2 | -3
12 | -1 | 7 | 1 | -3

Three compounds from above with just GSTO1 inh, PAFAH1B2 inh and LYPLA2 counter:
item | Molecule | GSTO1 inh | PAFAH1B2 inh | LYPLA2 counter
5 | CCCn1c(SCC(=O)OCc2ccccc2)nc2c1c(=O)n(C)c(=O)n2C | 6 | -2 | -3
6 | CC1=C(C(=O)NC2CC(C)(C)Cc3c2cnn3-c2cccc(F)c2)OCCO1 (stereo unspecified) | 6 | -1 | -7
7 | COc1cccc(OC)c1C(=O)Nc1nc2cc3c(cc2s1)OCO3 | 3 | 3 | 1

Next section.
nr | Molecule | PAFAH1B3 inh | GSTO1 inh | pPAFAH FP inh | PAD4 FP inh | PREPL inhibitor
13 | Cc1cc(C)cc(NC(=S)NCCc2ccc(S(N)(=O)=O)cc2)c1 | 8 | 11 | -7 | 6 | -10
14 | CCCCC(NC(=O)Cc1c(C)c2cc3c4c(oc3c(C)c2oc1=O)CCCC4)C(=O)O (stereo unspecified) | 5 | -3 | 5 | 3 | 19
15 | CCCCOC(=O)c1ccc(NC(C)=O)cc1 | 9 | -6 | -5 | -11 | -3
16 | O=C(Nc1ccccc1)c1ccc(COc2ccccc2)cc1 | -7 | 7 | -3 | -3 | 4
17 | COC(=O)c1nc(-c2ccc(C)cc2)oc1N(C)C | 0 | 4 | -8 | 2 | 7
18 | CC1=CC(C)(C)NC(=S)N1c1ccccc1C | 4&14 | 2 | 2 | 1 | -11
19 | CCCCn1c(N)c(N(CCOC)C(=O)COC(=O)CCOc2ccccc2C)c(=O)[nH]c1=O | 5 | -5 | 3 | 2 | 5
20 | Cc1cccc(NC(=O)c2ccc(CN3CCc4ccccc4C3)cc2)c1C | -1 | 11 | 1 | 2 | 20
21 | Cc1ccc(-n2ncc3c2CC(C)(C)CC3NC(=O)CCN2CCCCC2=O)cc1 (stereo unspecified) | -1 | 0 | 9 | 0 | 1
22 | COc1ccc(C2C(C(=O)Nc3ccc(F)cc3)=C(C)Nc3nc(CCCO)nn32)cc1 (stereo unspecified) | 3 | 1 | 5 | 0 | 7
23 | N#Cc1c(SCC(=O)Nc2ccccc2C(F)(F)F)sc2c(O)cc(=O)[nH]c12 | 9 | 23 | 27* | -9 | 14
24 | COc1cc(/C=C/C(=O)c2ccc([N+](=O)[O-])o2)ccc1O | 0 | 23 | -1 | -3 | 13
25 | COC(=O)c1ccc(NC(=S)NC2CC(C)(C)NC(C)(C)C2)cc1 | 5 | 5 | -6 | -5 | 11

nr | PAFAH2 inh | PAFAH1B2 inh | LYPLA1 inh | LYPLA2 counter
13 | 6 | 0 | -5 | 1
14 | 18 | 2 | -3 | -2
15 | -3 | -4 | 2 | 1
16 | -5 | 2 | -2 | -1
17 | 6 | -1 | -2 | -4
18 | -1&-4 | 3&1 | 0 | -6
19 | 9 | 1 | -4 | -2
20 | 6 | 1 | -1 | -2
21 | -4 | 7 | -3 | -3
22 | 4 | 5 | 4 | 6
23 | 7 | 6 | -12 | -11
24 | 2 | -4 | -7 | -7
25 | -2 | 2 | -2 | -1
